Apaf1 inhib: inhibitors of human Apaf-1 apoptosome; inhibition, % at 20 µM; AID 489030; 0.71% of 330,000 active; O14727; reconstituted apoptosome caspase-3 activity, DEVD-Rh110 fluorescence; active means inhibition of at least 40% at 20 µM;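 further: plate controls were DMSO wells for no effect and DEVD-CHO caspase inhibitor wells for full effect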
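Material: reconstituted apoptosome with Apaf-1, cytochrome c, caspase-9, procaspase-3, dATP; medium: pH 7.5 Hepes buffer with CHAPS, BSA, DTT; also added: cytochrome c and DEVD-Rh110 substrate; timing: 30 min plus 50 min, RT; signal: Rh110 fluorescence intensity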
EBI2 antag: EBI2 (human) antagonism | P32249 | EBI2 beta-arrestin recruitment, luminescence, 7a,25-OHC stimulated | inhibition, % at 5 µM | 0.81% of 360,000 active; in the data active means inhibition above about 38%;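 further: enzyme fragment complementation signal reports receptor beta-arrestin coupling in cells; 0% = agonist plus DMSO wells and 100% = wells without agonist; some results beyond the cut were filed as inactive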
SENP8 inh: inhibitors of human SENP8 protease. Q96LD8. 1.2% of 330,000 active. purified SENP8, Z-RLRGG-aminoluciferin cleavage, luminescence. inhibition, % at 10 µM
Target sequence (Q96LD8 whole entry, looked up): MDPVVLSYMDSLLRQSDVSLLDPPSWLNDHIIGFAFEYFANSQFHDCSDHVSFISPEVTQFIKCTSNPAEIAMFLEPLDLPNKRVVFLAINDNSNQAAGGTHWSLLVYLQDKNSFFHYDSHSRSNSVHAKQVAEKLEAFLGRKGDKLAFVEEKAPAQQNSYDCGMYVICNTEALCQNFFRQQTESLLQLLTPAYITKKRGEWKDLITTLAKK
UBC13 inh: inhibitors of human UBC13 polyubiquitin chain formation; TR-FRET; inhibition, % at 20 µM; 0.47% of 330,000 active; in the data active means inhibition above about 45%, passing the limit was not always enough
Target sequence (P61088 whole entry, looked up): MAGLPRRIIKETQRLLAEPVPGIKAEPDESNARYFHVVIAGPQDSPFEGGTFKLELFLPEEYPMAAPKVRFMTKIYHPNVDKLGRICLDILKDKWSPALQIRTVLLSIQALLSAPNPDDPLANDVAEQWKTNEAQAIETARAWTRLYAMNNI
Gli-Sufu antag: blocks Gli-Sufu signaling in a luciferase reporter; Sufu-KO-LIGHT fibroblasts, Gli luciferase reporter luminescence; inhibition, % at 5 µM; 0.74% of 340,000 active; AID 588413;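 active means inhibition above about 55%, limit read from the data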;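 further: 0% = DMSO-treated cells and 100% = wells with medium but no cells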
CCR6 antagonist: antagonists of human CCR6 receptor; inhibition, % at 20 µM; P51684; CHO-K1 CCR6 PathHunter beta-arrestin, luminescence, CCL20-stimulated; 0.49% of 340,000 active;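 active means compounds whose inhibition of the agonist-driven luminescence signal at 20 µM reaches about 50%, limit read from the data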;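 further: cells stimulated with CCL20 at 14 nM final; plate controls were DMSO with CCL20 for no effect and DMSO without agonist for full effect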
Target sequence (P51684 whole entry, looked up): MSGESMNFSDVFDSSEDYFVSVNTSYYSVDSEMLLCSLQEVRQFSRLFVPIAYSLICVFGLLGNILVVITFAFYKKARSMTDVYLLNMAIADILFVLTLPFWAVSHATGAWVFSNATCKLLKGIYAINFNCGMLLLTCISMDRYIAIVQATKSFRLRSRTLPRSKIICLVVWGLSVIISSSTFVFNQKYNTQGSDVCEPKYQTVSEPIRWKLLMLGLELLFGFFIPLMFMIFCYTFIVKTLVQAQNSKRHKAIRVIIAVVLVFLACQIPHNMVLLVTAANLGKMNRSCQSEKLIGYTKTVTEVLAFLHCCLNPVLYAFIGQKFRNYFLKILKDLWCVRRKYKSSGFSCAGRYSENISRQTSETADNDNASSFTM
697 NFkB inh: lowers PMA/ionomycin-induced NF-kB signal in 697 B cells; 697 B-cell NF-kB luciferase reporter, 16 h; inhibition, % at 4 µM; AID 435022; 0.33% of 330,000 active; in the data active means inhibition above about 35%
Jurkat NFkB inh: inhibitors of the PMA/ionomycin-induced NF-kB reporter in Jurkat cells. inhibition, % at 4 µM. PMA/ionomycin-induced NF-kB luciferase reporter, luminescence. 0.53% of 330,000 active. AID 435003
Starred values were filed as active, the others as inactive; . = not tested or not shown. Unless noted, no stated cut-off is given here; in the data, active means inhibition above about 50%; inactive means the rest. A portion of the library; rates above refer to the full screens.

mol	Gli-Sufu antag	Apaf1 inhib	SENP8 inh	EBI2 antag	UBC13 inh	697 NFkB inh	CCR6 antagonist	Jurkat NFkB inh
COC(=O)c1cccc(N(C(=O)CNC(=O)c2cccs2)C(C(=O)NCC2CCCO2)c2ccc(OC)c(OC)c2)c1 (stereo not given)	18.6	2.1	0.8	-11.5	0.4	4.1	-0.7	22.5
Cc1ccc(N(CC(=O)NCc2ccc3c(c2)OCO3)S(=O)(=O)c2c(C)noc2C)cc1	1.3	25.0	-9.2	-1.2	9.8	-2.7	12.2	-7.3
COc1cccc(C(=O)Nc2sc(C(C)C)cc2C(N)=O)c1OC	1.0	8.6	-2.0	16.7	5.5	3.9	12.8	-20.6
O=C(N/N=C/c1sc(N2CCOCC2)nc1-c1ccccc1)c1ccccc1O	-0.6	10.3	-8.1	-16.3	-8.3	28.7	21.2	9.5
CCCC1=C(C(=O)OCC)C(c2cccs2)n2ncnc2N1 (stereo not given)	1.8	-2.0	-13.4	-5.5	-2.8	-18.7	-6.2	-8.1
O=C(COc1cccc(NC(=O)c2ccccc2)c1)c1ccc(F)cc1	-16.4	-5.7	-6.2	-4.9	-5.2	-32.3	4.0	4.0
CCOC(=O)N/N=C(\C)c1ccc(OC(F)F)cc1OC(F)F	0.5	-21.5	-7.8	5.0	-0.7	4.4	3.3	-3.3
O=C(Nc1ccc(S(=O)(=O)N2CCOCC2)cc1)c1c(F)cccc1F	-26.8	6.3	-0.4	4.2	-9.9	-32.1	12.7	-1.3

Shown as labelled records: 2 of the compounds above
> O=C(COc1cccc(NC(=O)c2ccccc2)c1)c1ccc(F)cc1
  Gli-Sufu antag: -16.4
  Apaf1 inhib: -5.7
  SENP8 inh: -6.2
  EBI2 antag: -4.9
  UBC13 inh: -5.2
  697 NFkB inh: -32.3
  CCR6 antagonist: 4.0
  Jurkat NFkB inh: 4.0

> Cc1ccc(N(CC(=O)NCc2ccc3c(c2)OCO3)S(=O)(=O)c2c(C)noc2C)cc1
  Gli-Sufu antag: 1.3
  Apaf1 inhib: 25.0
  SENP8 inh: -9.2
  EBI2 antag: -1.2
  UBC13 inh: 9.8
  697 NFkB inh: -2.7
  CCR6 antagonist: 12.2
  Jurkat NFkB inh: -7.3

The results go on.
mol	Gli-Sufu antag	Apaf1 inhib	SENP8 inh	EBI2 antag	UBC13 inh	697 NFkB inh	CCR6 antagonist	Jurkat NFkB inh
CCOc1ccccc1NC(=O)CNC(=O)Cc1ccccc1	3.0	-0.1	-0.6	3.6	4.9	4.6	12.5	-5.5
O=C(NCc1ccco1)C12CN(Cc3ccccc3)CC1C(c1cccc([N+](=O)[O-])c1)=NO2 (stereo not given)	30.1	11.8	-12.0	1.7	-32.3	-2.4	17.5	-6.9
CCOC(=O)Cc1c(C)nc2cc(C)nn2c1C	4.5	-8.0	1.3	0.2	5.4	20.8	-3.5	7.2
Cc1nc2ncnn2c(N2CCN(C(=O)c3cccc(F)c3)CC2)c1C	2.8	-1.9	-3.6	2.6	0.0	3.4	-5.6	-1.2
Nc1nnc(CC(=O)N2CCCCC2)s1	1.1	-2.2	-8.2	-15.8	-1.1	8.4	15.6	-12.1
O=C(N/N=C/c1ccc(Br)s1)Nc1ccccc1	-26.0	11.7	-7.7	19.1	6.2	6.1	-5.6	-29.8
O=C(NCCC1=CCCCC1)c1ccc(CN2CCOCC2)cc1	-42.7	-2.3	-7.4	-8.8	-0.3	-102.4	8.8	-68.9
O=C(O)CCCC(=O)Nc1ccccc1C(=O)O	2.6	-5.6	5.2	-8.0	0.0	10.4	-6.7	0.6
N#Cc1c2n(c(=S)n(-c3ccccc3[N+](=O)[O-])c1=O)CCCCC2	6.1	-3.4	-13.2	-1.7	-10.9	-5.3	5.3	-3.5
O=C(Cc1ccccc1)c1c[nH]c(C(=O)C(Cl)(Cl)Cl)c1	.	2.1	0.9	-0.5	7.2	10.9	-1.8	9.4
COc1ccc(S(=O)(=O)N2CCCC(C(=O)NCc3ccncc3)C2)cc1Cl (stereo not given)	7.1	-18.1	-7.3	-7.4	-4.6	-4.2	6.1	-5.1
O=C(CNc1cc(S(=O)(=O)N2CCCC2)ccc1OCC(F)(F)F)Nc1cc(Cl)cc(Cl)c1	.	-10.7	-3.6	.	-6.3	-5.7	.	15.6
CCC1=Nc2cc(C(=O)NCc3cccnc3)ccc2Sc2ccc(C)cc21	-7.2	-3.3	-11.4	-9.8	-5.8	-21.1	16.2	56.4*
COC(=O)C1CN(C(=O)c2cccc(OC(F)F)c2)c2ccccc2O1 (stereo not given)	-1.2	14.0	-8.2	-1.1	0.6	9.2	8.4	-4.1
O=C(CCN1CCOCC1)NNC(=S)NC(=O)c1ccc(Br)cc1	-10.6	-4.6	1.9	-17.3	-11.4	-18.7	8.4	-4.1
O=C(C1CCC(CNS(=O)(=O)c2cccs2)CC1)N1CCN(c2ccc(F)cc2)CC1 (stereo not given)	28.4	23.2	-4.2	-27.3	-1.4	-19.2	-29.1	22.3
CCCOC(=O)c1c(NC(=O)/C=C/c2cnn(C)c2C)sc(C(=O)OCC)c1C	-1.5	-8.7	-3.0	15.6	26.2	-8.9	15.5	-12.2
Cn1c(=O)c2c(C(=O)O)cc(-c3ccccc3)nc2n(Cc2ccccc2)c1=O	-18.1	-5.9	3.8	-8.7	6.6	25.2	9.6	-0.9
Cc1ccc(CSc2nnc(NC(=O)C3COc4ccccc4O3)s2)cc1 (stereo not given)	17.9	7.4	-18.7	-5.8	-0.8	10.1	4.5	-7.3
Cc1ccc2[nH]c(=O)c3cc(C(=O)N(C)c4ccccc4C)sc3c2c1	-1.3	18.3	-7.0	4.1	-7.4	-55.6	8.9	4.2
CC(=O)Nc1cccc(NC(=O)C(C)N2c3cccc4cccc(c34)S2(=O)=O)c1 (stereo not given)	10.1	0.7	-0.4	-0.5	4.4	10.9	-4.8	4.8
COc1ccc(/C(N)=N/OC(=O)C2CCC(=O)N2S(=O)(=O)c2ccc(C)cc2)cc1OC (stereo not given)	-7.7	11.8	-14.3	-11.4	-10.1	-6.4	-3.6	-11.9
COc1ccc(NC(=O)C2CCCN(S(=O)(=O)c3cccnc3)C2)cc1OC (stereo not given)	4.3	-34.1	2.2	3.7	1.5	-0.1	-2.3	14.0
COc1ccccc1CC(NC(C)=O)C(=O)NC1CCN(C(=O)Nc2ccccc2F)CC1 (stereo not given)	6.7	3.3	-4.7	-1.6	-1.2	-6.4	10.7	-13.0
Cn1cc([N+](=O)[O-])c(C(=O)NCc2ccco2)n1	0.1	0.6	6.8	-0.2	6.1	13.4	0.4	-3.9
Cc1cc(C)cc(-n2ccnc2SCC(=O)Nc2nccs2)c1	3.6	3.7	-6.2	-13.4	-1.3	-7.4	15.7	12.7
CCCCn1c(S(=O)(=O)O)nc2ccccc21	-1.6	2.0	1.6	-17.2	1.3	6.6	-5.2	2.7
Cc1nn(C)c(N)c1C(O)(c1nccn1C)C(F)(F)F (stereo not given)	9.8	2.5	-3.1	-4.7	-2.7	15.2	1.3	-9.9
O=C(CSc1nnc(-c2ccc(F)cc2)o1)N1CCCC1	-24.4	-3.6	-13.3	-3.9	-2.9	-22.7	6.0	-33.1
Cc1ccc(C)c(-c2csc(NC(=O)C3=COCCO3)n2)c1	62.8*	19.9	2.7	7.9	-3.2	-27.5	-1.7	14.7
CNC(=O)CC1C(=O)N(c2ccc(Cl)cc2)C(=S)N1CCc1ccc(OC)c(OC)c1 (stereo not given)	8.6	8.0	0.7	-9.2	-8.0	11.1	6.3	3.0
CCN1C(=O)/C(=C\N2CCOCC2)SC1=S	6.6	-1.8	-4.2	0.9	1.0	13.3	-5.3	-0.9
Cc1ccc(S(=O)(=O)Cn2nnnc2C(c2ccccc2)N2CCN(c3ccccc3)CC2)cc1 (stereo not given)	5.8	10.7	-4.5	10.6	-9.8	-7.8	6.2	-17.5
COc1ccc(S(=O)(=O)Nc2ccc(-c3ccc4nnc(C)n4n3)cc2)c(OC)c1	17.1	8.6	-0.2	-2.4	-8.3	31.9	-0.5	1.7
COc1ccc(S(=O)(=O)N2CCCCCC2)cc1C(=O)OCC(=O)NC1CCS(=O)(=O)C1 (stereo not given)	9.0	6.6	-7.7	1.7	-6.1	3.7	3.5	-10.6
Cn1cc(CN2CCC(n3nccc3NC(=O)Cc3ccccc3)CC2)cn1	6.3	3.4	4.9	-2.2	0.5	-7.1	-9.2	7.2
C/C(Cl)=C/CN1C(=O)C2C3C=CC(C3)C2C1=O (stereo not given)	1.4	11.2	-10.5	-2.6	-2.9	-2.5	2.1	-6.1
Cc1cccc(NC(=O)C2NC(=O)CC2c2ccccc2)c1C (stereo not given)	0.6	5.2	-6.7	-8.8	0.8	14.3	-0.5	-10.1
Cn1c(-c2cccc3ccccc23)n[nH]c1=S	0.2	-0.9	3.9	-8.6	0.7	1.8	-7.9	2.2
COc1ccccc1OCC(=O)Nc1cc(S(=O)(=O)N2CCOCC2)ccc1N1CCCCC1	6.6	13.6	1.1	20.7	7.6	-19.0	14.0	5.9
O=c1c(Cl)c(N2CCC3(CC2)OCCO3)cnn1C12CC3CC(CC(C3)C1)C2	4.1	-11.4	-1.0	8.5	0.5	-0.9	4.8	-14.1
O=C(Cn1cc2c(n1)CCCCC2)N1CCc2ccccc21	-4.9	-1.5	2.7	-12.0	5.6	-1.7	1.0	5.5
COC(=O)/C=C1/N/C(=N\c2nc(C)cc(C)n2)N(c2ccc(Cl)cc2)C1=O	1.6	-2.6	-7.3	-3.1	-12.0	9.8	-22.4	5.6
COc1cc(NC2c3ccccc3C(=O)N2Cc2ccc3c(c2)OCO3)cc(OC)c1 (stereo not given)	-3.9	6.3	-0.9	-6.1	-3.7	7.4	9.1	-1.4
Cc1cccc(C)c1NS(=O)(=O)c1ccc(F)cc1	3.1	3.2	-1.0	3.4	7.3	13.8	-3.2	-2.3
COC(=O)c1sc(=S)sc1C(=O)OC	8.8	3.3	5.6	-12.5	-6.2	-31.6	-11.7	9.9
O=C(CCCOc1ccc(Cl)cc1Cl)NCCCO	-3.3	-0.1	-5.7	8.7	7.4	15.0	-0.8	7.7
CC(=O)Nc1ccc(NC(=S)NC(=O)/C=C/c2ccco2)cc1	1.5	-2.0	-1.3	2.3	-1.2	-8.4	15.4	5.2
S=c1[nH]nc(CCc2nc3ccccc3[nH]2)n1-c1cccc(Cl)c1	-0.5	-6.5	-3.8	-6.5	7.3	17.0	-5.8	10.1
Cc1cc(C)cc(NC(=S)N2CCN(CCO)CC2)c1	-2.5	-2.5	-8.5	2.8	-9.8	-11.8	2.5	11.6
N=c1c2cn[nH]c2nc(SCC(=O)c2ccc(Br)cc2)n1-c1ccc(Br)cc1	5.8	-7.7	2.6	10.2	-4.5	17.9	-3.2	3.4
C=CCC[C@@H](Cc1ccc(F)cc1)C(=O)OC[C@H](C)NC(=O)[C@H](CC=C)CC(=O)N(CCO)Cc1ccccc1	10.8	28.7	3.1	12.4	21.2	1.1	7.5	0.6
CC(=O)Nc1cccc(NC(=O)CSc2nc(=O)n(CCN3CCOCC3)c3c2CCCC3)c1	-1.1	-6.3	4.8	-3.1	-2.8	3.5	1.6	13.2
CCN1C(=O)CS/C1=C(\C#N)S(=O)(=O)c1ccccc1	2.3	-3.0	4.7	-8.3	-8.0	2.2	6.3	-4.3
CCCN1CCN(CC(=O)Nc2cc(OCC)ccc2OCC)CC1	3.3	-0.7	-5.0	7.6	5.7	-6.3	4.6	-7.1
CSCC[C@H](NC(=O)OC(C)(C)C)c1nnc(SCc2ccccc2)o1	3.8	22.2	-11.7	3.8	-0.4	-10.2	9.4	-13.8
Cc1cccc(CSCc2ccc(C(=O)NC3CCCC3)o2)c1	2.1	-0.8	-8.0	4.5	-18.4	2.9	-7.0	5.7
COc1ccccc1C(=O)COC(=O)CNS(=O)(=O)c1ccc(C)c(C)c1	2.3	10.6	-5.9	-10.5	3.6	10.9	-2.6	3.0
CN(C)/C=N/NC(=O)c1ccccc1	4.0	6.8	-9.2	2.5	-4.0	9.8	0.0	4.9

Screening results as filed in PubChem BioAssay.
